# Source: PubChem (PCMD)
# Yeast eIF2B: eIF2B (yeast) activity modulation | S. cerevisiae eIF2B-epsilon R284H, GCN4-lacZ luminescence | inhibition, % at 25 µM (by protocol) | 0.91% of 27,000 active;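 active = mutant luminescence inhibited past about 50% while wild type luminescence and mutant growth stay under set limits, limit read from the data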; also: some compounds called inactive have numbers as strong as hits
#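 Material – yeast eIF2B-epsilon R284H mutant carrying GCN4–beta-galactosidase fusion · Medium – YPD yeast growth medium · Compound – one concentration, 25 µM, 0.25% DMSO · Times – 16 h at 30 °C exposure · Signal – Beta-Glo luminescence plus absorbance at 595 nm · Read-out – % inhibition of reporter signal and growth versus controls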
# Yeast growth tox: Inhibits yeast growth, turbidity readout; 0.3% of 30,000 active; growth inhibition, % at 25 µM (by protocol); S. cerevisiae wild-type growth, A595 turbidity, 16 h;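 active = mutant and wild-type yeast strains alike exhibit over 30% growth inhibition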;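 also: 0% = untreated cell controls and 100% = YPD media blanks without cells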
#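 system = S. cerevisiae wild-type or eIF2Bepsilon-R284H mutant strain | buffer or medium = YPD medium | dosing = one dose, 25 µM compound, 0.2% DMSO | schedule = 16 h at 30 °C | measured by = A595 turbidity | evaluation = growth inhibition (%) versus cell controls and blanks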
# Yeast growth tox inhibition %: second read-out of Yeast growth tox, no call of its own (marks repeat the call); growth inhibition, %; S. cerevisiae eIF2Bepsilon-R284H mutant growth, A595 turbidity, 16 h;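 each compound tested once at 25 µM; 0% equals untreated cells and 100% equals cell-free medium blanks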
# Yeast eIF2B mutant toxicity: recorded beside Yeast eIF2B, whose call it bears; growth inhibition, %; measured here: mutant yeast growth, toxicity;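 each compound tested once at 25 µM; zero equals untreated control growth and 100 equals blank medium absorbance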
# Numbers without * were called inactive; . = no result given. Not all compounds are listed. The share of hits here may be higher or lower than overall.
SMILES,Yeast eIF2B,Yeast eIF2B mutant toxicity,Yeast growth tox,Yeast growth tox inhibition %
CC1(CCc2ccc(O)cc2)NC(=O)NC1=O (stereo unspecified),5,-10,-1,-10
CC(C)(C)OC(=O)N1CCC(c2c(C(=O)O)cnn2-c2ccc(Cl)cc2)CC1,24,-7,32,-7
O=C(Nc1ccc(Cl)c(C(F)(F)F)c1)c1ccco1,2,12,-7,12
O=C(NCCc1nc2ccccc2[nH]1)c1ccco1,-20,5,6,5
Cc1csc(NC(=O)NC2(C(F)(F)F)Oc3ccccc3O2)n1,48,-4,-3,-4
Cc1ccsc1C(=O)OCC(=O)N1CC(=O)Nc2ccccc21,20,.,6,0
O=C(Nc1nccs1)C1C2CC3OC(=O)C1C3C2 (stereo unspecified),24,-8,-5,-8
Cc1cccc(-c2nnc(NC(=O)c3ccc(Cl)cc3)o2)c1,17,35,57*,35*
O=C(OCC(=O)c1ccco1)c1ccc2ncsc2c1,13,-4,9,-4
COc1cc(CN(C(=O)c2ccco2)c2ccc(C)cc2)ccc1O,-43,5,-6,5
CC(C)c1c(O)nc(SCCC(=O)O)[nH]c1=O,25,-34,-12,-34
Cc1ccccc1NC1=NS(=O)(=O)c2ccccc21,26,15,19,15
O=C(O)C1C2CCC(C2)C1C(=O)Nc1nc2ccccc2s1 (stereo unspecified),.,.,8,19
C(=N\N1CCN(Cc2cccc3ccccc23)CC1)/c1ccco1,26,24,-4,24
OC1CNCc2cc3c(cc21)OCCO3 (stereo unspecified),19,-14,-8,-14
O=C(Nc1ccc(OC(F)F)cc1)Nc1cccc(C(F)(F)F)c1,.,.,-8,11
CC(C)(C)c1ccc(NC(=O)COc2ccc(-n3ccnc3)cc2)cc1,6,10,12,10
CN(C)c1ccc(-c2noc(C3CCN(S(=O)(=O)c4ccc(C(=O)O)cc4)CC3)n2)cc1,.,.,-8,3
Cc1cccn2c(=O)c3cc(C(=O)NCC4CCCO4)n(C)c3nc12 (stereo unspecified),-2,-17,3,-17
COc1ccc(OC)c(C(c2nnnn2CCC(C)C)N2CCN(C(=O)c3ccco3)CC2)c1 (stereo unspecified),7,.,-10,0
CCS(=O)(=O)N1CCC(NC(C)=O)(c2ccccc2)CC1,-13,-10,-18,-10
CCOC(=O)CC1=CC(=O)Nc2ccccc2N1,12,3,-5,3
CCc1nnc(NC(=O)CSc2nnc(-c3ccncc3)n2C)s1,.,.,16,19
COc1ccc2oc(C(=O)C3CC3)c(N)c2c1,25,10,-2,10
CC1=C(OC(=O)c2ccc(Br)cc2)C(C)(C)C(c2ccccc2)OC1=O (stereo unspecified),16,11,0,11
CCCc1cc(C(=O)OC)c(NC(=O)c2cc(C)on2)s1,26,-4,-26,-4
C=CCn1sc(N)c(C(=O)OCC)c1=S,23,24,11,24
CC(C)CC(=O)Nc1sc2c(c1C#N)CC(C)(C)NC2(C)C,.,.,9,8
O=C(O)C1=C(C(=O)N2CCN(C(=O)c3ccco3)CC2)CCCC1,17,.,2,0
Cc1ccc(-n2ncc3c(=O)n(CC#N)cnc32)cc1C,-28,-7,22,-7
O=C1NCC2=C1C(c1ccccc1)Nc1ccccc1N2 (stereo unspecified),24,11,-21,11
O=C(NCc1cccc(Cl)c1)c1cccnc1,22,-8,4,-8
O=S(=O)(Nc1ccc(-c2cn3ccsc3n2)cc1)c1ccc2c(c1)OCCO2,-20,28,13,28
O=C1N(Cc2ccc(F)cc2Cl)c2ccccc2C12OCCCO2,19,16,14,16
OC(c1ccccc1)(c1ccc(F)cc1)C(c1ccccc1)N1CCOCC1 (stereo unspecified),11,-5,-13,-5
NC(=O)NC(CC(=O)OCC(=O)NC(=O)NCc1ccco1)c1ccc(Cl)cc1 (stereo unspecified),16,27,-20,27
CCOc1cc2[nH]c(=S)n(CC3CCCO3)c(=O)c2cc1OCC (stereo unspecified),-7,-3,15,-3
CN1CCCC(C(=O)C(C#N)c2ccccc2)C1 (stereo unspecified),26,12,12,12
O=C(NCc1cccnc1)C(C(=O)c1ccc(F)cc1)n1ccccc1=O (stereo unspecified),20,-10,7,-10
CCOc1cc(-c2cc(-c3ccc(C)o3)nc(N)c2C#N)ccc1O,.,.,-29,-4
O=C(c1cccc(COc2ccc(Cl)cc2Cl)c1)N1CCN(c2ccccn2)CC1,14,-4,10,-4
Cn1c(NCC(O)c2ccccc2)nc2c1c(=O)n(Cc1ccc(Cl)cc1)c(=O)n2C (stereo unspecified),24,.,.,.
COc1ccc(CNC(=O)CSc2ncn[nH]2)cc1,16,7,16,7
CN(c1cccc(NC(=O)Cc2ccccc2)c1)S(C)(=O)=O,.,.,-5,-22
CCOc1ccccc1NC(=O)c1ccccc1-c1nc(-c2ccccc2)no1,42,-22,8,-22
CC(C)C(c1nnnn1C(C)(C)C)N1CCOCC1 (stereo unspecified),-11,-5,-10,-5
CC(NC(=O)c1ccco1)C(c1cccs1)N1CCN(c2ccccc2F)CC1 (stereo unspecified),27,.,-7,0
Oc1ccc(C=Nc2ccc(N3CCOCC3)cc2)c(O)c1,22,19,14,19
O=C(NCCOC(=O)c1ccc(C(=O)OCCNC(=O)c2cccnc2)s1)c1cccnc1,0,5,3,5
COCCn1c(SCC(=O)NCc2ccco2)nc2cccnc21,5,8,12,8
Cc1cc2n(n1)C(c1cccs1)Nc1ccccc1-2 (stereo unspecified),.,.,9,16
CC(C)Oc1ccc(C(=O)N(CN2CCCC2=O)c2ccc(F)cc2)cc1,16,11,18,11
Cc1nnc(SCc2cc(=O)n3[nH]cnc3n2)s1,-30,.,1,0
O=C1c2ccccc2-c2nc3ccccc3n21,-21,.,.,.
CCOc1ccc(C(O)C(CN2CCOCC2)c2ccccc2)cc1 (stereo unspecified),.,.,-1,26
O=C(c1cnsn1)N1CCN(c2ccccc2)CC1,14,.,2,0
CC1CCCCN1c1nc2nonc2nc1N1CCCCC1C (stereo unspecified),-15,4,-1,4
O=C(Cn1c(-c2ccccc2)noc1=O)Nc1ccc(N2CCCCCC2)cc1,0,.,.,.
Cc1ccc(C(=O)CC2(O)C(=O)Nc3ccccc32)s1 (stereo unspecified),.,.,23,17
CCn1nnc(NC(=O)c2cc3ccccc3o2)n1,.,.,30,0

# (listing goes on)
SMILES,Yeast eIF2B,Yeast eIF2B mutant toxicity,Yeast growth tox,Yeast growth tox inhibition %
COc1ccc(N(CC(=O)NC2CCCC2)C(=O)c2csnn2)cc1,.,.,5,19
CCCS(=O)(=O)c1nc(S(=O)(=O)c2ccc(C)cc2)c(NCCCN2CCOCC2)s1,17,14,19,14
COC(=O)c1sccc1NC(=O)CSc1nnnn1-c1ccccc1C,.,.,-45,-18
N#CC1C(=O)NC(N2CCN(c3ccccc3)CC2)=NC12CCCCC2 (stereo unspecified),13,41,17,41
Cc1ccc(S(=O)(=O)CC(N)=O)cc1,31,30,9,30
COC(=O)/C(NC(C)=O)=C(\C)c1ccc(Cl)cc1,.,.,8,-32
NC(=O)C1(N2CCCCC2)CCN(C(=O)NC23CC4CC(CC(C4)C2)C3)CC1,.,.,3,0
Nc1c(C(=O)NC2CCCC2)c2nc3ccccc3nc2n1N,14,-15,-28,-15
CCC(C)N(C(=O)COC(=O)c1[nH]c(C)c(C(C)=O)c1C)C1CCS(=O)(=O)C1 (stereo unspecified),54*,.,-1,26
N=c1c(C(=O)NCc2ccco2)cc2c(=O)n3ccccc3nc2n1Cc1ccc(Cl)cc1,4,-7,3,-7
CCOC(=O)c1cnn(-c2nc(SC)nc3sc4c(c23)CCCC4)c1N,.,.,21,16
CN1CCN(CCNC(=O)Nc2ccccc2C(F)(F)F)CC1,5,6,-4,6
CCn1nc(C(=O)N[C@@H](CCSC)c2nc3ccccc3[nH]2)c2ccccc2c1=O,.,.,-2,10
COc1ccccc1NC(=O)CN1CCN(Cc2ccccc2)CC1,.,.,4,-7
Cc1ccc(CN(C(=O)c2cc3ccccc3oc2=O)C2CCS(=O)(=O)C2)cc1 (stereo unspecified),11,-5,30,-5
CC(=O)Nc1ccc(S(=O)(=O)NCCc2csc(C)n2)cc1,7,10,-6,10
Cc1ccccc1Nc1nnc(C)c(=O)[nH]1,17,6,5,6
Cc1ccc(C)c(N(C)S(=O)(=O)c2cccc3nsnc23)c1,3,-7,0,-7
CCOP(=O)(c1ccccc1)c1nc(-c2ccccc2C)oc1N1CCCCC1 (stereo unspecified),15,-4,0,-4
CC1CCCN(CCC(=O)Nc2ccc(Br)cc2)C1 (stereo unspecified),28,-17,0,-17
NC(=O)CN1C(=O)C2C3c4ccccc4C(c4ccccc43)C2C1=O (stereo unspecified),-1,-14,19,-14
CCOC(=O)c1ccc(NC(=O)CC2NCCNC2=O)cc1 (stereo unspecified),9,.,8,0
N#CC1=C(SCc2ccccc2)NC(=O)CC1c1ccccc1 (stereo unspecified),19,-24,10,-24
CCOC(=O)C1CCN(C(=O)c2sc3nc(-c4ccccc4)cn3c2C)CC1,18,14,25,14
CN(C)c1ncnc2c1NC1=C(S2)C(=NCCCC(=O)O)CC(C)(C)C1,38,-14,8,-14
CCOC(=O)N1CCN(C(=O)CN(C2CCCCC2)S(=O)(=O)c2c(C)cc(C)cc2C)CC1,21,-3,11,-3
CCCCNC(=O)n1c(=O)oc2ccc(Cl)cc21,5,-19,2,-19
O=C(CC1CCCCC1)Nc1ncn[nH]1,-4,10,0,10
Cn1c(=O)[nH]c(=O)c2c1nc(N1CCCCCC1)n2CCSc1nc2ccccc2[nH]1,22,17,13,17
CCC(=O)N1CCN(c2ccc(NC(=O)c3cc4ccccc4o3)cc2Cl)CC1,10,4,2,4
Cc1ccc(C(=O)N/C(=C/c2cccs2)C(=O)N2CCCCCC2)cc1,22,-33,6,-33
CCn1c(SCC(=O)Nc2cc(NC(C)=O)ccc2OC)nnc1-c1ccccn1,7,-11,-1,-11
COc1cc(Cl)c(C)cc1NC(=O)CSC,.,.,5,19
COc1ccccc1OCc1ccc(C(=O)Nc2ccncc2)o1,22,6,-1,6
O=C(NC1CSC/C1=N\O)c1ccccc1 (stereo unspecified),21,14,5,14
CCOC(=O)c1c(-c2cccs2)csc1NC(=O)CSc1ncn[nH]1,5,17,23,17
CCCOc1ccc(/C(O)=C2\C(=O)C(=O)N(CCCOC)C23C(=O)N(C)c2ccccc23)cc1 (stereo unspecified),7,-10,-18,-10
Cc1cccc(C)c1NC(=O)NC1(C(=O)NCCCN2CCOCC2)CCCCC1,25,-15,4,-15
COc1ccc(C(c2nnnn2Cc2ccccc2)N2CCN(c3nc4ccccc4s3)CC2)cc1OC (stereo unspecified),-46,-12,-7,-12
Cc1cc(C(=O)OCC(=O)NCCc2ccccc2)c(C)o1,-17,11,1,11
CCCn1c(=O)c2ccccc2n2c(SCc3nnc(-c4ccccc4Br)o3)nnc12,-21,4,6,4
Cc1cc(N2CCN(Cc3ccccc3)CC2)n2nc(C)c(-c3ccccc3)c2n1,20,-10,23,-10
Cc1cc2nc(C)n(CCCNC(=O)Nc3ccc(F)cc3)c2cc1C,24,5,22,5
CCOC(=O)c1cc(C)sc1NC(=O)CCC(=O)O,7,14,10,14
CC(C)CNS(=O)(=O)c1ccc(CCC(=O)O)cc1,.,.,6,-7
CC1CCC/C(=N\NC(=S)NCc2ccccc2)C1 (stereo unspecified),16,9,6,9
